miR-122 sensor: blocks miR-122 activity in Huh7 sensor cells | Huh7 miR-122 Renilla luciferase sensor, 48 h; neutral wells = 0, positive control = 100 | activation (reporter increase), % at 12.5 µM | 340,000 tested, 0.3% active;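 active means mean replicate activation score at least 90 and every replicate individually at or above 90; inconclusive means only one of the two criteria met; inactive means neither criterion met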;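 further: higher luciferase means less miR-122 activity so hits act as miR-122 inhibitors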
Casp6 inh: caspase-6 (human) enzyme inhibition; P55212; purified caspase-6, Z-VEID-R110 cleavage fluorescence; inhibition, % at 12.5 µM; 350,000 tested, 0.53% active;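 active means mean inhibition across replicates at least about 35%, with every replicate also reaching that limit, limit read from the data; inconclusive means only one of the two criteria met; inactive means neither criterion met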;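 further: 0% = median of neutral control wells and 100% = no fluorescence left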
Target sequence (P55212 24-179 limits assumed): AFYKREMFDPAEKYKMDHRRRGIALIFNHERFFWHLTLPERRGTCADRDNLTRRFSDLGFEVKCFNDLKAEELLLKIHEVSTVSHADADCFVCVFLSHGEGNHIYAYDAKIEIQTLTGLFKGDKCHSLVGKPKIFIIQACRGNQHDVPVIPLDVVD
Target sequence (P55212 194-293 limits assumed): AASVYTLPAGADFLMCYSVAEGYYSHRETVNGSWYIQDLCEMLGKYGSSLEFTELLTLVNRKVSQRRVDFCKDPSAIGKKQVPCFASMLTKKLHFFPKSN
SIRT5 block: inhibitors of human sirtuin-5 desuccinylase. Purified SirT5, succinyl-peptide AMC, trypsin-coupled fluorescence. Q9NXA8. 330,000 tested, 1.1% active. inhibition, % at 15 µM; in the data active means inhibition above about 15%; inconclusive means no clear call, values can overlap the other calls
Target sequence (Q9NXA8 whole entry, looked up): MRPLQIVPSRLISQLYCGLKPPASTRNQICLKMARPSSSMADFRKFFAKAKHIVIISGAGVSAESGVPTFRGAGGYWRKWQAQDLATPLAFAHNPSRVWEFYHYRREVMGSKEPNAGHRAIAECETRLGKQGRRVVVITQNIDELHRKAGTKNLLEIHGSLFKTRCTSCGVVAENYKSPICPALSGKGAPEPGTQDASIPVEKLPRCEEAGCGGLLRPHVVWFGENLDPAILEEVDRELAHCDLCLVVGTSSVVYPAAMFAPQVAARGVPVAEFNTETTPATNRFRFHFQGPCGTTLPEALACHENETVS
CFTR F508del cor: CFTR F508del correction in bronchial cells; activity (quench increase), % at 7.58 µM; CFBE cells, YFP halide quenching; stimulated with forskolin plus potentiator P3; % fluorescence drop versus neutral controls; 350,000 tested, 0.36% active;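 active means mean added fluorescence quench of at least 8% versus neutral control, with both replicates also reaching 8%; inconclusive means only one of the mean or replicate conditions met; inactive means mean below 8% and not both replicates reaching 8%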;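 further: cells transiently co-express mutant CFTR-F508del with the halide-sensitive YFP; corrector assay measuring rescue of mutant channel to the surface after 24 h compound exposure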
ERp5 inh: blocks human ERp5 reductase activity on insulin; ERp5 insulin aggregation, absorbance 650 nm, 90 min; inhibition, % at 9.99 µM; 350,000 tested, 0.05% active;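 active means mean replicate inhibition above about 25%, with every replicate also reaching it, limit read from the data, passing the limit was not always enough; inconclusive means only one of those two criteria met; inactive means neither criterion met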
Target sequence (Q15084 whole entry, looked up): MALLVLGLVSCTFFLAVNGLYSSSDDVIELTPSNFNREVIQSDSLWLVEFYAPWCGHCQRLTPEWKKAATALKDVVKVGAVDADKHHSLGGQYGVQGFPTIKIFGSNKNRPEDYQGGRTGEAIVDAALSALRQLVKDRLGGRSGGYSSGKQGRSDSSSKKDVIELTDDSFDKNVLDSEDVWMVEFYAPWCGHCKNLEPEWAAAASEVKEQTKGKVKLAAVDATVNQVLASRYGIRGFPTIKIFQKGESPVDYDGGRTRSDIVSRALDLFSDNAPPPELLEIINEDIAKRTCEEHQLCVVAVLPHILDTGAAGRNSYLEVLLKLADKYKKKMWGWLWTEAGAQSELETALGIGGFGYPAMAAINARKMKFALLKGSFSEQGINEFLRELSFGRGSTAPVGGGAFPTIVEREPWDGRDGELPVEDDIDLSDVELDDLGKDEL
ERAP1 HTS inh: inhibitors of human ERAP1 aminopeptidase | Q9NZ08 | recombinant ERAP1, Leu-AMC fluorescence, 60 min | inhibition, % at 10.7 µM | 340,000 tested, 0.15% active;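 active means mean replicate inhibition of at least 30%, or all replicates individually reaching that 30% level; inactive means mean below 30% and not every replicate reaching it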;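 further: 0% = neutral control wells and 100% = L-leucinethiol positive control wells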
DENV2 CPE: DENV2-induced cell death inhibition; 350,000 tested, 1.7% active; CPE inhibition, % at 9.99 µM; DENV2-infected cells, cytopathic effect rescue, plate reader; in the data active means CPE inhibition above about 20%, passing the limit was not always enough; inconclusive means no clear call, values can overlap the other calls; tested in BHK-21 cells;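 further: 0% = median of neutral control wells and 100% = median of positive control wells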
* hit, by the source's call; ? = inconclusive; · = no result given; & = joins results of further samples; [ ] = another dose, or the depositor's remark.

Structure	miR-122 sensor	Casp6 inh	SIRT5 block	CFTR F508del cor	ERp5 inh	ERAP1 HTS inh	DENV2 CPE
COc1ccc(NC(=O)N(C)C[C@@H]2Oc3cc(Br)ccc3S(=O)(=O)N([C@H](C)CO)C[C@H]2C)cc1	-2	-1&1	1&-1	0.4&2.0	-3&-1	0&0	-5&2
Nc1nc2c(ncn2[C@@H]2O[C@H](CNS(=O)(=O)N3CCCC3)[C@@H](O)[C@H]2O)c(=O)[nH]1	-2	3	-1	2.0	-25	-2	-13
CCCCn1nc(C(=O)NC2CCCCC2)c2ccccc2c1=O	-8	-2	-1	·	4	-4	-12
C/C(=N\O)C(C)Oc1ccc(Cl)cc1 (stereo not given)	·	1	-6	2.0	11	10	0
CC(C)C#Cc1ccc2c(c1)O[C@@H](CN(C)Cc1cccnc1)[C@H](C)CN([C@@H](C)CO)S2(=O)=O	10[16.7 µM]	-1	5	-0.7	4	7	-14
Fc1ccc(-c2ccnn2-c2ccccc2)cc1	-2	-1	-3	-0.9	-1	-1	-2
Cc1ccc(Cl)c(OCC(=O)N2CCc3ccccc3C2)c1	0	4	1	0.5	-1	3	7
Nc1nc(CSc2nnnn2-c2ccccc2)nc(Nc2ccccc2)n1	-5	-2	·	-2.5	2	-1	-15
CN(C)C(=O)c1cc(C(=O)c2ccccc2Br)c[nH]1	-4	2	-4	-3.0	0	0	9
Cc1ccc(S(=O)(=O)N2C[C@@H]3[C@H]4CC[C@H](C4)[C@@H]3[C@@H](C)[C@@H]2c2cn(Cc3ccccc3)c3ncccc23)cc1	·	18	-3	-2.4	-9	-1	11
O=C1N(c2ccccc2)c2ccccc2[C@]12C[C@H](O)CO2	·	-1	-9	-1.2	-5	-6	1
COc1ccc(Cl)cc1NC(=O)CSc1nnc(Cc2ccc(C)cc2)c(=O)[nH]1	·	-3	3	5.6	-3	-1	-1
CNC(=O)c1cc(C(=O)c2ccc(F)cc2Cl)c[nH]1	-6	-4	-5	2.1	2	-3	3
CCOc1ccc(NC(=O)c2ccc(OCC3CCCO3)cc2)cc1S(=O)(=O)N(CC)CC (stereo not given)	1	-1	-1	0.7	0	0	?
O=C(c1ccccc1)N1N=C(c2ccc(F)cc2)CC1c1ccc(F)cc1 (stereo not given)	-3	0	-2	-1.9	2	-3	5
CC1CC(C)CN(S(=O)(=O)c2cccc3nsnc23)C1 (stereo not given)	-12	-2	4	-4.4	2	2	0
C[C@H]1CN([C@@H](C)CO)C(=O)c2cc(NC(=O)NC3CCCCC3)ccc2O[C@H]1CN(C)C	-2[16.7 µM]	2	-4	3.2	10	-6	0
CC[n+]1ccc(C)c2cc(P(=O)(c3ccccc3)c3ccccc3)ccc21	-3	1	-1	-1.0	1	8	0
Cc1ccc(C(=O)N2CCC(C(=O)NCc3ccco3)CC2)cc1	-3	-1	-5	-1.5	1	-4	5
COc1ccc(S(=O)(=O)Nc2cccc3c2O[C@@H](CN(C)Cc2ccc4c(c2)OCO4)[C@@H](C)CN([C@H](C)CO)C3=O)cc1	54[16.7 µM]	0	4	-0.9	-2	6	0
Nc1ccc2cc3ccccc3cc2c1	-4	4	·	-2.3	2	3	-14
Cc1cc(NCc2ccco2)n2ncnc2n1	·	-2	-7	·	-1	-2	-10
CN1CCN(c2sc(S(C)(=O)=O)nc2S(=O)(=O)c2ccc(Cl)cc2)CC1	1	1	-3	-5.3	5	0	1
CN1CCCCN2[C@H](CO)[C@@H](c3ccc(/C=C/c4ccccc4)cc3)[C@H]2C1	6[16.7 µM]	1	1	0.7	-2	3	-22
CCOc1cc(NC(=S)Nc2ccc(Cl)cc2)c(OCC)cc1NC(C)=O	·	3	-2	-4.1	1	-3	20

Later entries:
Structure	miR-122 sensor	Casp6 inh	SIRT5 block	CFTR F508del cor	ERp5 inh	ERAP1 HTS inh	DENV2 CPE
O=C(Cc1cccc(C(F)(F)F)c1)OCC(=O)N1CCN(S(=O)(=O)c2ccc(Cl)cc2)CC1	·	-1	1	2.7	-2	-2	1
CC(C)[C@H](NC(=O)[C@@H]1Cc2ccccc2CN1C(=O)OC(C)(C)C)C(=O)NCc1ccco1	-1	6	2	-0.8	2	2	9
C[C@H](NC(=O)C[C@@H]1C[C@H]2c3cc(NC(=O)NC4CCCCC4)ccc3O[C@H]2[C@@H](CO)O1)c1ccccc1	1[16.7 µM]	1	-3	0.4	-8	0	-8
CCC1(C)N=C(N)Nc2nc3cc(C)c(C)cc3n21 (stereo not given)	-7	-2	-9	-0.2	3	1	-2
Cc1ccc(S(=O)(=O)N2CCC(=O)N([C@H](COCc3ccc(Cl)cc3)Cc3ccccc3)CC2)cc1	·	3	-5	-0.2	2	·	-7
Cc1cc(C(=O)Nc2ccc3c(c2)C(=O)N(C)[C@H]2CC[C@H](CC(=O)O)O[C@H]2CO3)no1	-21[16.7 µM]	·	·	-0.1	·	·	4
CCOC(=O)c1c(S(=O)(=O)NCC2CCN(Cc3cccc(F)c3)CC2)c(C)n(C)c1C	-2	-3	-4	1.8	7	-4	4
COCC(=O)N1[C@H](C#N)[C@H](c2ccccc2)[C@@H]1CO	·	2	1	-0.7	-1	1	-6
Cc1ccc(NC(=O)COC(=O)CNC(=O)c2cccs2)cc1S(=O)(=O)N1CCOCC1	1	-4	-1	-0.7	-5	1	-2
COc1ccc2o/c(=N\O)c(C(=O)Nc3ccc(C)cc3)cc2c1	·	-1	0	-1.5	-1	0	25*
COc1cccc(NC(=O)N2C[C@H](O)COC[C@@H]3O[C@H](CC(=O)NCc4ccccc4F)CC[C@H]32)c1	-6[16.7 µM]	·	·	2.6	·	·	0
CC(C)CN(C(=O)COC(=O)c1ccc2ccccc2c1)c1c(N)n(Cc2ccccc2)c(=O)[nH]c1=O	·	0	-1	-0.5	2	1	-1
C[C@H]1CN([C@@H](C)CO)C(=O)c2cc(Br)cnc2O[C@H]1CN(C)C(=O)c1ccccc1	-3[16.7 µM]	3	-2	1.8	·	0	-9
CO[C@H]1CC[C@@H]2CCOc3c(C#N)cccc3C(=O)N(C)C[C@@H](C)C(=O)N(C)C[C@H]1O2	·	1	2	2.2	3	3	-2
Cc1[nH]c2c([N+](=O)[O-])cccc2c1C	·	1	-2	-0.6	-1	8	-7
CCC(C)C(NC(=O)c1ccccc1)C(=O)N1CCN(C(=O)c2ccccc2)CC1 (stereo not given)	-3	0	·	2.6	7	-2	9
Cc1ccsc1C(=O)N1CCC1(C)C(=O)NCC(C)(C)C (stereo not given)	-2	-1	·	0.1	-2	-1	-8
COCc1c(C(=O)Nc2cccc(S(=O)(=O)N3CCCCC3)c2)oc2ccccc12	4	-3	-4	·	-7	-4	·
C[C@H]1CN([C@@H](C)CO)C(=O)c2cc(C3=CCCC3)cnc2O[C@H]1CN(C)Cc1ccccn1	-19[16.7 µM]	-2	-3	-0.6	1	3	-5
CC(C)NC(=O)NC(=O)COC(=O)/C=C/c1ccc2c(c1)OCO2	4	2	-7	-0.7	-1	·	-1
C[C@@H]1CN([C@@H](C)CO)C(=O)c2cc(NC(=O)Cc3ccccc3)ccc2O[C@H]1CN(C)Cc1ccc(Oc2ccccc2)cc1	-4[16.7 µM]	0	11	0.5	-3	-2	-3
O=C1Cc2cc(NS(=O)(=O)c3ccc([N+](=O)[O-])cc3)cc3c2N1CCC3	-4	0	-2	2.4	5	1	-4
Cc1[nH]c2ccccc2c1C(=O)C(=O)NCCCc1ccccc1	4	1	-2	-1.6	0	3	13
COc1cccc(NC(=O)CN(C)C(=O)/C=C/c2cn(Cc3ccccc3)nc2-c2cccnc2)c1	·	-113	-3	-3.9	-3	3	4
CCCN1CCN(CCCNC(=O)Cn2nc(C)n3c(cc4cc(F)ccc43)c2=O)CC1	-5	0	-1	-0.4	5	0	12

Full records as entered above.
Results for `Cc1ccc(S(=O)(=O)N2CCC(=O)N([C@H](COCc3ccc(Cl)cc3)Cc3ccccc3)CC2)cc1` : miR-122 sensor: ·; Casp6 inh: 3; SIRT5 block: -5; CFTR F508del cor: -0.2; ERp5 inh: 2; ERAP1 HTS inh: ·; DENV2 CPE: -7
Results for `CC(C)NC(=O)NC(=O)COC(=O)/C=C/c1ccc2c(c1)OCO2` : miR-122 sensor: 4; Casp6 inh: 2; SIRT5 block: -7; CFTR F508del cor: -0.7; ERp5 inh: -1; ERAP1 HTS inh: ·; DENV2 CPE: -1

The listing picks up with the 2 entries that preceded the break.
Each structure is followed by: miR-122 sensor | Casp6 inh | SIRT5 block | CFTR F508del cor | ERp5 inh | ERAP1 HTS inh | DENV2 CPE
COc1cccc(NC(=O)CN(C)C(=O)/C=C/c2cn(Cc3ccccc3)nc2-c2cccnc2)c1
→ · | -113 | -3 | -3.9 | -3 | 3 | 4
CCCN1CCN(CCCNC(=O)Cn2nc(C)n3c(cc4cc(F)ccc43)c2=O)CC1
→ -5 | 0 | -1 | -0.4 | 5 | 0 | 12
CCOc1ccccc1/C=N/NC(=O)c1nnn(-c2nonc2N)c1CN1CCC(C)CC1
→ -3 | -1 | -5 | 2.1 | 6 | -6 | -1
CCOc1ccc(S(=O)(=O)N(CC)CC(=O)NC2CCS(=O)(=O)C2)cc1 (stereo not given)
→ · | -6 | -1 | 3.8 | 1 | -3 | 0
OC[C@H]1[C@@H](c2ccccc2)[C@H](CNCC2CCC2)N1CC1CC1
→ -42[16.7 µM] | · | 0 | 1.5 | 1 | · | 9
COc1ccc(CN(CCc2ccccc2)Cc2ccccc2)cc1OC
→ 2 | 5 | -11 | -1.0 | 6 | 2 | 4
Cc1ccc(CN2CCN(Cc3cccc(-n4cccn4)c3)CC2CCO)cc1 (stereo not given)
→ -26 | · | -4 | -0.3 | -4 | -1 | -3
CC(C)n1c(=O)c2ccccc2n1Cc1cn(Cc2ccccc2)nn1
→ 0 | -3 | -18 | 4.9 | 5 | -3 | 1
Cc1ccc(CNc2ccccc2C(=O)O)s1
→ 2 | 8 | 0 | -3.4 | -3 | -3 | ?
CCOc1cc(-c2sc(Nc3cc(C)ccc3OC)n[n+]2-c2ccccc2)ccc1OC
→ 13 | -6 | · | 0.6 | -3 | 2 | ·
O=S(=O)(NCc1ccc2c(c1)OCO2)c1cnc[nH]1
→ -5 | -2 | 2 | -0.5 | 3 | -3 | -1
O=C(CN1CCN(C/C=C/c2ccccc2)CC1)NCc1ccc(Cl)cc1
→ -6 | -3 | -9 | 1.4 | -7 | 1 | 1
COc1ccccc1NC(=S)NC(=O)c1c(-c2ccccc2Cl)noc1C
→ -6 | 7 | 0 | -0.1 | 0 | 3 | 3
O/N=C/c1ccc(-c2ccccc2OC(F)(F)F)o1
→ · | -1 | 1 | -0.8 | 3 | · | -2
COc1ccc(C(=O)Nc2ccc(N3CCN(C)CC3)cc2)cc1[N+](=O)[O-]
→ · | 1 | -4 | 1.5 | 12 | -3 | ·
CCNC(=O)C1(C)CCCN(C(=O)c2cc(OC)ccc2Br)C1 (stereo not given)
→ -3 | 0 | -1 | 2.3 | 9 | 5 | 8
CC(C)c1ccccc1NC(=O)COC(=O)CNC(=O)c1ccc(Br)cc1
→ · | -2 | 5 | · | 2 | 4 | -1
O=C(CSc1nnnn1C1CCCCC1)N1CCc2ccccc21
→ -8 | 0 | -1 | -1.1 | -2 | -4 | 4
O=Cc1cccn1-c1cccnc1
→ 5 | -1 | -2 | -0.7 | 2 | 0 | -1
O=C(CC12CC3CC(CC(C3)C1)C2)NCC(c1ccc(F)cc1)N1CCOCC1 (stereo not given)
→ 0 | 4 | -2 | -0.7 | 1 | 1 | 1
CCOc1ccccc1/C=C/c1nc2ccccc2[nH]c1=O
→ · | -1 | 1 | -2.8 | 0 | -11 | 8

Screening results from PubChem BioAssay.

Not a hit list. Share with any hit: about 4%.
